GSIS activator: primary screen for activators of insulin secretion dependent on glucose, INS-1E cells, GLuc reporter luminescence; INS-1E GLuc reporter insulin secretion, 2-3 h; activation, % at 16.6 µM; hit rate 0.61% among 370,000; AID 743287;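 active means lowest replicate activation of at least 40%, so every replicate reaches that level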;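 further: 0% = median of neutral control wells and 100% = median of IBMX positive control wells; some compounds called inactive have numbers as strong as hits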
PAX8 inh HTS: inhibitors of PAX8 transcriptional activity in RMG-I cells | RMG-I TPO-luciferase reporter, SteadyGlo, 24 h | inhibition, % at 12.6 µM | hit rate 1.2% among 360,000;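 active means mean replicate inhibition at least 60% with every replicate also reaching 60%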;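 further: luciferase light reporting Pax8 driven TPO promoter activity; plate controls were median of neutral control wells for no effect and mitoxantrone controls for full effect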
miR-122 sensor: inhibitors of miR-122 in Huh7 cells | hit rate 0.3% among 340,000 | activation (reporter increase), % at 12.5 µM | Huh7 miR-122 Renilla luciferase sensor, 48 h; neutral wells = 0, positive control = 100;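 active means mean replicate activation score at least 90 and every replicate individually at or above 90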;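 further: higher luciferase means less miR-122 activity so hits act as miR-122 inhibitors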
CFTR F508del cor: correctors of CFTR F508del function in bronchial epithelial cells; CFBE cells, YFP halide quenching; stimulated with forskolin plus potentiator P3; % fluorescence drop versus neutral controls; activity (quench increase), % at 7.58 µM; hit rate 0.36% among 350,000;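 active means mean added fluorescence quench of at least 8% versus neutral control, with both replicates also reaching 8%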;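 further: cells transiently co-express mutant CFTR-F508del with the halide-sensitive YFP; corrector assay measuring rescue of mutant channel to the surface after 24 h compound exposure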
DENV2 CPE: DENV2-induced cell death inhibition; DENV2-infected cells, cytopathic effect rescue, plate reader; CPE inhibition, % at 9.99 µM; hit rate 1.7% among 350,000; AID 651640; in the data active means CPE inhibition above about 20%, passing the limit was not always enough; tested in BHK-21 cells;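 further: 0% = median of neutral control wells and 100% = median of positive control wells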
FN deposition inh: fibronectin deposition inhibition; AH1F fibroblasts, Alexa488-fibronectin deposition fluorescence, overnight; hit rate 0.086% among 350,000; AID 743247; inhibition, % at 12.6 µM;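 active means mean inhibition across replicates of 30% or more, regardless of how many single replicates reach that level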;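 further: positive control wells lacked labelled fibronectin entirely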
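Assay system: AH1F fibroblasts / Quantity: 10000 cells per well / Medium: DMEM plus 2% serum, read in PBS / Reagent: labelled fibronectin 24 nM / Dosing: single dose, pinned / Times: 1 h cell attachment, overnight exposure to compound and label / Signal: fluorescence, ex 485 nm, em 525 nm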
EWS-Fli block: inhibitors of EWS/Fli oncoprotein transcriptional activity; A673 NR0B1-luciferase reporter, viability-normalised; inhibition, % at 12.6 µM; hit rate 0.67% among 350,000; AID 651661;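 active means mean inhibition of at least 50% after viability correction, with every replicate also passing that limit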;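 further: firefly luciferase signal divided by Alamar Blue viability fluorescence both relative to DMSO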
* = called active by the depositor; nt = no result given; [ ] = dose if it differs, or a comment.

SMILES	GSIS activator	PAX8 inh HTS	miR-122 sensor	CFTR F508del cor	DENV2 CPE	FN deposition inh	EWS-Fli block
CN1C(=O)[C@@]2(O[C@H]3[C@H]4C=C[C@@H]([C@H]5C(=O)N(Cc6ccccc6)C(=O)[C@@H]45)N3C3=C2C(=O)CC3)c2ccccc21	nt	-3	nt	2.2	-12	-2	-10
O=C(CCS(=O)(=O)c1cccc2nonc12)N1CCCc2ccccc21	15	-2	-9	nt	nt	6	nt
C/C(CC(=O)Nc1cccc(C(F)(F)F)c1)=N\NC(=O)C(=O)NCC(C)C	-8	-9	2	-1.8	8	0	-1
CC(C)c1cc(C(=O)OCC(=O)NC2CC2)c(O)c(C(C)C)c1	nt	-5	2	-4.2	0	-9	-13
COc1ccc(OC)c(C(=O)Cn2cnc3ccccc3c2=O)c1	10	12	-7	0.0	1	-2	-6
CCCC1=C(C(=O)OCC)C(c2ccncc2)n2ncnc2N1 (stereo not drawn)	14	nt	nt	0.3	4	nt	13
C[C@@H]1CN([C@@H](C)CO)C(=O)c2cccc(NS(C)(=O)=O)c2O[C@H]1CN(C)C	7	-5	-3[16.7 µM]	-3.3	-2	nt	-11
OCC1(CO)COC(c2ccccc2)=N1	-4	11	nt	1.5	0	nt	0
C[C@H](O)C#Cc1ccc([C@H]2[C@@H](CO)N3CCCCN(C(=O)c4ccncc4)C[C@H]23)cc1	12	-3	-7[16.7 µM]	-0.1	-10	nt	5
COCC(=O)N1CC(=O)N2[C@H](CO)[C@@H](c3ccc(C#CC4CCCC4)cc3)[C@@H]2C1	-6	nt	nt	1.0	-2	1	4
O=C(Nc1cc(Cl)cc(Cl)c1)N[C@@H]1CC[C@H](CCNS(=O)(=O)c2cccc(F)c2)O[C@H]1CO	-28	14	nt	3.5	7	7	8
O=C(NCc1ccc(F)cc1)c1noc2c1CCCC2	nt	nt	nt	-2.5	2	nt	-26
Cc1[nH]c2ccccc2c1C(=O)CSc1nnc(C2CC2)o1	16	-35	-2	0.5	-6	-12	-65
O=C1C=CN(C2OC(CO)C(O)C2O)C(=O)C1 (stereo not drawn)	18	-5	nt	9.7*	3	nt	-9
CCOc1ccc(-c2nc(C#N)c(N3CCN(Cc4ccccc4)CC3)o2)cc1	1	6	-12	-2.1	-6	-2	4
CNC(=O)CSc1nnc(-c2ccco2)n1-c1ccccc1OC	32	nt	1	nt	nt	6	nt
O=C(O)c1cccc(NS(=O)(=O)c2ccc(Cl)c(C(=O)Nc3cccc([N+](=O)[O-])c3)c2)c1	0	-5	nt	0.2	7	-6	-1
Cc1noc(C)c1NC(=O)Nc1ccc2c(c1)C(=O)N([C@@H](C)CO)C[C@@H](C)[C@@H](CN(C)C(=O)Nc1cccc3ccccc13)OCCCC[C@@H](C)O2	-13	-30	-4[16.7 µM]	0.7	-12	-2	-5
CCOC(=O)N1CCC(NC(=O)CN2C(=O)CCSc3ccccc32)CC1	-4	-6	0	-1.8	-14	6	-6
CCOC(=O)C1CCN(C(=O)CNC(=O)c2nn(-c3ccc(OC)cc3)c(=O)c3ccccc23)CC1	-1	-1	-3	0.5	-5	6	-13
C[C@@H]1CN([C@@H](C)CO)S(=O)(=O)c2ccc(-c3ccc(C#N)cc3)cc2O[C@H]1CN(C)C	19	nt	2[16.7 µM]	-1.6	-8	nt	5
CCOc1cc(C(=O)Nc2nnc(C)s2)cc(OCC)c1OCC	9	-3	nt	-1.0	-13	3	2
O=C(C[C@H]1CC[C@@H](NS(=O)(=O)c2ccc(F)cc2)[C@@H](CO)O1)NCc1ccc(Cl)c(Cl)c1	-9	33	0[16.7 µM]	2.5	-5	nt	6
C[C@@H]1CN([C@@H](C)CO)C(=O)CCCn2nncc2CO[C@@H]1CN(C)Cc1ccccc1C(F)(F)F	-14	nt	4[16.7 µM]	-0.6	0	-9	6
CCC(=O)Nc1ccc2c(c1)OC[C@H](C)N(CC1CC1)C[C@@H](C)[C@H](OC)CN(C)C2=O	0	nt	nt	-0.9	2	-8	nt

Given bar-delimited: part of the list above.
Compound | GSIS activator | PAX8 inh HTS | miR-122 sensor | CFTR F508del cor | DENV2 CPE | FN deposition inh | EWS-Fli block
C[C@@H]1CN([C@@H](C)CO)C(=O)c2cccc(NS(C)(=O)=O)c2O[C@H]1CN(C)C | 7 | -5 | -3[16.7 µM] | -3.3 | -2 | nt | -11
OCC1(CO)COC(c2ccccc2)=N1 | -4 | 11 | nt | 1.5 | 0 | nt | 0
C[C@H](O)C#Cc1ccc([C@H]2[C@@H](CO)N3CCCCN(C(=O)c4ccncc4)C[C@H]23)cc1 | 12 | -3 | -7[16.7 µM] | -0.1 | -10 | nt | 5
COCC(=O)N1CC(=O)N2[C@H](CO)[C@@H](c3ccc(C#CC4CCCC4)cc3)[C@@H]2C1 | -6 | nt | nt | 1.0 | -2 | 1 | 4
O=C(Nc1cc(Cl)cc(Cl)c1)N[C@@H]1CC[C@H](CCNS(=O)(=O)c2cccc(F)c2)O[C@H]1CO | -28 | 14 | nt | 3.5 | 7 | 7 | 8
O=C(NCc1ccc(F)cc1)c1noc2c1CCCC2 | nt | nt | nt | -2.5 | 2 | nt | -26

The main list resumes, repeating the two entries before the break.
SMILES	GSIS activator	PAX8 inh HTS	miR-122 sensor	CFTR F508del cor	DENV2 CPE	FN deposition inh	EWS-Fli block
C[C@@H]1CN([C@@H](C)CO)C(=O)CCCn2nncc2CO[C@@H]1CN(C)Cc1ccccc1C(F)(F)F	-14	nt	4[16.7 µM]	-0.6	0	-9	6
CCC(=O)Nc1ccc2c(c1)OC[C@H](C)N(CC1CC1)C[C@@H](C)[C@H](OC)CN(C)C2=O	0	nt	nt	-0.9	2	-8	nt
CCCN1C[C@H](C)[C@H](OC)CN(C)C(=O)c2cc(NC(=O)C3CCOCC3)ccc2OC[C@@H]1C	-6	nt	-2[16.7 µM]	0.2	-12	3	0
CNC[C@H]1Oc2c(NS(=O)(=O)c3ccc(OC)cc3)cccc2C(=O)N([C@@H](C)CO)C[C@@H]1C	9	-16	-3[16.7 µM]	0.8	0	nt	nt
C/C(=N\NC(=S)NCc1ccccc1)c1ccc(Cl)cc1	-5	-4	-10	nt	nt	3	nt
COc1ccc(C2=CC(=O)C[C@H](c3ccc(F)cc3)C2)c(F)c1F	nt	-21	0	1.6	-4	-9	-6
COc1ccc(-c2cnc3c(c2)C(=O)N([C@H](C)CO)C[C@H](C)[C@H](CN(C)C(=O)Cc2ccccn2)O3)cc1	19	nt	10[16.7 µM]	0.6	-4	nt	-13
COc1cc(/C=C2/C(=O)N(c3ccc(C(=O)O)cc3)N=C2C)cc(OC)c1O	9	17	nt	-2.7	-5	9	-8
C=CCSc1nn2c(=O)c3ccccc3nc2s1	nt	-182	4	nt	nt	-5	nt
COc1ccc(NC(=O)N(C)C[C@H]2OCCCC[C@@H](C)Oc3ccc(NC(=O)Nc4ccc(C(F)(F)F)cc4)cc3C(=O)N([C@H](C)CO)C[C@H]2C)cc1	24	0	-4[16.7 µM]	5.7	-5	nt	2
Cc1nn(C)cc1NC(=O)C[C@@H]1CC[C@@H]2[C@@H](COc3ccc(NC(=O)C(C)C)cc3C(=O)N2C)O1	2	6	-12[16.7 µM]	3.8	16	-4	4
COc1ccc(-c2cc3ncc(C(C)=O)c(C)n3n2)cc1	2	-130	nt	2.0	4	0	-132
O=C(O)c1ccccc1Nc1cccc(C(F)(F)F)c1	-8	-5	-4	-3.4	-3	-8	-3
C[C@H]1CN([C@@H](C)CO)C(=O)c2cc(NC(=O)Nc3ccc(C(F)(F)F)cc3)ccc2O[C@H]1CN(C)CC1CC1	-9	-3	-15[16.7 µM]	-0.1	18	nt	3
O=C(Nc1ccc(NC(=O)c2ccccc2)nc1)c1ccncc1	1	-70	-12	-0.4	8	-7	-9
NC(=S)NNc1c(F)c(F)c(F)c(F)c1F	4	3	nt	2.5	-1	-13	17
Cc1noc(C)c1NC(=O)N(C)C[C@@H]1Oc2ccc(NC(=O)C3CCCCC3)cc2C(=O)N([C@H](C)CO)C[C@@H]1C	-1	nt	-3[16.7 µM]	3.0	4	nt	-8
CCOC(=O)Cn1nnc(-c2cccc(OC)c2)n1	15	nt	0	nt	nt	-4	nt
C/C=C/c1cnc2c(c1)C(=O)N([C@@H](C)CO)C[C@@H](C)[C@@H](CN(C)Cc1ccc3c(c1)OCO3)O2	-13	2	nt	-3.0	0	-13	-20
O=C(Nc1cccnc1Cl)c1ccc2c(Cl)c3c(nc2c1)CCC3	nt	-112	nt	nt	-5	4	2
CCOC(=O)c1ccccc1NC(=O)CSc1ncc(C(=O)OCC)c(N)n1	nt	-7	3	nt	nt	1	nt
Cc1c(C(=O)C(=O)NCCCn2ccnc2)c2ccccc2n1C	3	-11	nt	1.2	-9	3	8
CC1(C)C2CCC(C2)C1(C)NC(=O)CNCc1cccs1 (stereo not drawn)	-3	-9	nt	1.6	3	-6	11
CCCc1c(O)nc(SCCN(CC)CC)n(C(=O)c2ccccc2)c1=O	nt	-6	2	nt	nt	5	nt
Cc1cc(S(=O)(=O)Nc2ccc(C(=O)NCc3ccncc3)cc2)ccc1F	-11	0	nt	-3.1	0	2	7
CNC[C@@H]1OCCCC[C@@H](C)Oc2ccc(NC(=O)Nc3cccc4ccccc34)cc2C(=O)N([C@H](C)CO)C[C@@H]1C	-6	5	1[16.7 µM]	0.1	nt	nt	6
COc1cccc(OC)c1C(=O)N1CCN(Cc2ccncc2)CC1	nt	-7	5	nt	nt	0	nt

CFTR F508del cor, what is marked active above
SMILES | GSIS activator | miR-122 sensor | CFTR F508del cor
O=C1C=CN(C2OC(CO)C(O)C2O)C(=O)C1 (stereo not drawn) | 18 | nt | 9.7*

Additional compounds
SMILES	GSIS activator	PAX8 inh HTS	miR-122 sensor	CFTR F508del cor	DENV2 CPE	FN deposition inh	EWS-Fli block
CC1CCCCN1S(=O)(=O)c1ccc(C(=O)Nc2ccccc2-c2nc3ccccc3[nH]2)cc1 (stereo not drawn)	-4	32	-20	-0.5	7	4	9
O=C(NC(NC(=O)c1ccccc1)c1ccccc1)c1ccccc1	-2	nt	6	-0.4	3	nt	8
CCCC#Cc1ccc([C@H]2[C@@H](CO)N(C(=O)NC(C)C)[C@H]2CNC(C)=O)cc1	-10	nt	nt	0.3	6	-1	4
Cc1noc(C)c1NC(=O)Nc1cccc2c1O[C@@H](CN(C)C(=O)Nc1ccccc1)[C@H](C)CN([C@@H](C)CO)C2=O	3	5	4[16.7 µM]	-0.3	5	nt	3
Cn1c(-c2ccsc2)c(-c2cccs2)c2cc(-c3cccc4[nH]ccc34)ccc21	10	19	-6	2.2	-3	-22	-7
Cc1cc(OC(=O)c2cccc(Br)c2)c([N+](=O)[O-])c(=O)[nH]1	20	-13	1	-2.5	-1	-6	5
CC(Oc1ccc(F)cc1)C(=O)Nc1ccccc1N1CCCCC1 (stereo not drawn)	-15	13	nt	-3.1	-9	nt	-3
COc1ccc(NC(=O)CSCC(=O)NCc2cccc(C(F)(F)F)c2)cc1	-12	21	-2	4.9	2	-7	-1

Compound activity deposited in PubChem BioAssay by Broad Institute.
